# Screening data deposited in PubChem BioAssay by NCI.
# Growth percent in the NCI-60 one-dose screen (48 h, 10 µM unless noted): 100 = growth as untreated, 0 = no growth, -100 = all killed.
# HL-60(TB): HL-60(TB) leukemia cells. actives 9% (n = 78,000); active = growth percent below 10
# * marks the source's active call; other numbers are inactive results; & = joins results of further samples; [ ] = remark or other dose. This is a subset (hit frequency here may not be typical).
Molecule	HL-60(TB)
O=C(CSc1nc2c(c(=O)[nH]1)CCCC2)NNC(=O)c1ccccc1Br	101
CCOC(=O)c1c(C(C)=O)c([Si](C)(C)C)c2cc(C)ccn12	92
N#Cc1ccc(CCl)cc1	100
CCN(CC)CC(O)CNCc1ccccc1 (stereo unspecified)	92
CCOC(=O)C1C(=O)Nc2nc3ccccc3n2C1c1cccs1 (stereo unspecified)	95
COc1ccc(NC(=O)Nc2ccc(OCC(=O)c3ccc(C#N)cc3)cc2)cc1	101
NC(=O)C(=CNC(=S)Nc1ccc(S(=O)(=O)Nc2ccccn2)cc1)C(N)=O	105
CCOC(=O)c1ccc(-c2ccc3cc(OC)ccc3c2)nc1C	91
O=C(CSc1nnc(-c2ccc(Cl)cc2)o1)Nc1ccc(C(=O)/C=C/c2ccc(Cl)cc2)cc1	84
Clc1ccc(Nc2ccnc(NCCCNc3ccnc4cc(Cl)ccc34)n2)cc1	-72*
COC1=C[C@@]23CCCN2CCc2cc4c(cc2[C@H]3[C@H]1OC(=O)[C@H](C)O)OCO4	87
COc1ccc(CCNC(=O)C2CCN(c3nc(C(F)(F)F)ccc3C#N)CC2)cc1OC	96

# Remaining list, next part
Molecule	HL-60(TB)
COc1ccc2sc3c(NCCO)nc4ccccc4c3c(=O)c2c1	104
COc1ccc(-c2cc(C(=O)Nc3ncc(Cc4ccccc4)s3)c3ccccc3n2)cc1	101
O=C(O)c1cc(-c2ccc(Cl)cc2)nc2c(Cl)cccc12	100
Fc1ccc(Cn2cc(CSc3nc4ccccc4s3)nn2)cc1F	98
O=C(Nc1cccc(Cl)c1)Oc1cccc2c1CCC2	103
Cn1cc(-c2csc(-c3cn(C(=O)OC(C)(C)C)c4ccc(Cl)cc34)n2)c2cccnc21	89
C[C@H]1O[C@@H](c2ccc3c(c2O)C(=O)C2=C(C3=O)[C@@]3(O)C(=O)C[C@](C)(O)C[C@@]3(O)C=C2)C[C@@H](O)[C@H]1O	99
COC(=O)C1([N+](=O)[O-])CC(c2ccc(Cl)cc2)ON(c2ccccc2)C1c1ccc(C)cc1 (stereo unspecified)	99
C/C=C1/CCC2C3CCC4=CC(=O)CCC4C3CCC12C (stereo unspecified)	70
COC(=O)C[n+]1cccc2c3ccccc3ccc21	80
O=C1/C(=C/c2cc(Cl)cc(Cl)c2)Cc2cc(Cl)cc(Cl)c21	86
O=C(NCC1CC1)c1ccccc1NC(=O)c1cc2ccccc2oc1=O	115

# Continued, overlapping the part above by two compounds.
Molecule	HL-60(TB)
O=C1/C(=C/c2cc(Cl)cc(Cl)c2)Cc2cc(Cl)cc(Cl)c21	86
O=C(NCC1CC1)c1ccccc1NC(=O)c1cc2ccccc2oc1=O	115
Cc1ccc(C(=O)Nc2cccc(-c3cn(-c4ccc(S(N)(=O)=O)cc4)nn3)c2)cc1C(F)(F)F	102
Cc1sc2nc3nc(-c4ccccc4Cl)[nH]n3c(=O)c2c1C	96
Nc1c(C(=O)c2ccc(Br)cc2)sc2nc(-c3cnccn3)cc(-c3cccs3)c12	99
O=[N+]([O-])c1ccc(OCc2ccccc2)cc1	84
CSCCC(NC(=O)c1ccccc1)C(=O)N/N=C1\S/C(=C/c2ccc(Cl)cc2)C(=O)N1C (stereo unspecified)	52
O=c1c2cc(F)ccc2sc2c(Nc3ccccc3)nc3ccccc3c12	89
O=C1NC=C(C(=O)c2cc3ccccc3oc2=O)C(c2ccccc2)N1 (stereo unspecified)	105
CC1(C)CC(=O)C2=C(C1)Nc1c(C#N)c(N)[nH]c(=O)c1C2c1ccc(Cl)c(Cl)c1 (stereo unspecified)	92
O=[N+]([O-])c1ccc(Nc2ccccc2N=Cc2ccccc2O)c2nonc12	109
NC(=Nc1ccc(N)cc1)C(N)=Nc1ccc(N)cc1	60
C=CCN(CC=C)c1ncnc2[nH]ncc12	103
CNC(=O)c1ccnc(Cn2nc(C)c(NC(=O)c3ccc(COc4ccc(C(F)(F)F)cc4C)cc3)c2C)c1	89

# Remaining list, next part:
Molecule	HL-60(TB)
COc1ccc(C(=O)c2cc(F)c(F)c(OC)c2F)c(O)c1O	78
COc1ccc(NC(=O)NS(=O)(=O)c2c[nH]c(=S)[nH]c2=O)cc1	79
OCC(CCl)(CCl)CCl	99
Cn1cc(-c2nn3c(=O)cc(-c4ccsc4)nc3s2)c2ccccc21	84
O=S(=O)(O)NC1CCCCC1	93&116
COC(=O)c1cc(C(=O)C(F)(F)F)n2c1ccc1c3ccccc3ccc12	95
C/C=C\C=N\NC(=O)N/N=C\C=C\C	108
CC(C)Nc1nc(N)nc2nc(-c3ccc(Cl)cc3)c(-c3ccc(Cl)cc3)nc12	79
Cc1ccc(C(C)C)cc1NC(=O)C(C)c1ccc(CC(C)C)cc1 (stereo unspecified)	103
CC(C)=CCCC(C)c1ccc(C)c2c1OCN(CC1CCNCC1)C2 (stereo unspecified)	14
O=C1Nc2ccccc2/C1=N/N1C(=O)CNC1=S	108
CCNCCCCCCNc1cc(OC)cc2cccnc12	72

# Next entries
Molecule	HL-60(TB)
CCC1=C(Nc2ccccc2)COC1=O	125
NC(=O)NC(=O)/C=C/C(=O)O	99
Cc1cc(N/N=C/c2ccccn2)nc2c(C)cccc12	102
O=C(NNC(=O)c1ccncc1)C1=CN=C2Sc3ccccc3N2[C@H]1c1ccccn1	100
O=C(O)CC(=O)Nc1ccccc1	98
COc1ccc(C2CC(c3ccc4c(c3)OCO4)=Nc3c(N)ncnc3N2)cc1 (stereo unspecified)	99
Cc1nc2ccccc2c(/C=C/c2ccccc2)c1C(=O)/C=C/c1ccc2c(c1)OCO2	44
[C-]#[N+]c1c(-c2ccc(Cl)cc2)cc(-c2ccc(N)cc2)[nH]c1=O	105
NC(=O)c1ncn([C@@H]2O[C@H](CO)[C@@H](O)[C@H]2O)n1	109
O=C(/C=C\c1ccc([N+](=O)[O-])cc1)c1ccc(NC2=CC(=O)c3ccccc3C2=O)cc1	102
CC(C)(C)c1c(C#N)nnc2cc(-c3ccccc3)nn12	91
COc1cc(C2C=C(C)N=C3SC=NN32)cc(OC)c1OC (stereo unspecified)	95

# Next part.
Molecule	HL-60(TB)
O=S(=O)(NCCCNc1nccc(-c2[nH]c(-c3ccccc3)nc2-c2ccc(F)c(O)c2)n1)c1ccc(Br)cc1	103
Cn1ncc2c1CCc1cc(S(=O)(=O)c3ccccc3)c(=O)n(C)c1-2	102
COc1ccc(NC(=O)/C=C/c2ccc(N(C)C)cc2)cn1	92
CN(C)c1oc(/C=C/c2nc(C#N)c(N(C)C)o2)nc1C#N	97
Cc1c(Cc2ccccc2)c(=O)oc2c(C)c(OCc3n[nH]c(=S)o3)ccc12	70
COc1ccc(N2C(=O)C3C/C(=C/N(C)C)C(=O)N3C2N(C)C)cc1 (stereo unspecified)	102
O=C(Nc1ccc(O)cc1)C(Cl)(Cl)Cl	99
O=[N+]([O-])c1ccc2sc3ccccc3c2c1	55
Cc1ccc(CS/C(=C\c2ccc([N+](=O)[O-])cc2)C(=O)c2ccc(F)cc2)cc1	30
N#CC(=O)Nc1ccc(F)cc1	87
O=C1CSC(N2N=C(c3cc4ccccc4o3)CC2c2c[nH]c3ccccc23)=NN1 (stereo unspecified)	95
COC(=O)/C=C/c1cc(O)c2c(c1)C(C(=O)OC)C(c1ccc(O)c(O)c1)O2 (stereo unspecified)	-0.3*

# (listing goes on)
Molecule	HL-60(TB)
CCCCN(CCCC)c1ccc(C(=O)O)cc1	104
COc1ccc(Cn2cc(Cn3c(=O)c(-c4nc5ccccc5[nH]4)cc4ccccc43)nn2)cc1OC	97
CC(=O)NCC(N)=S	101
COc1ccc2c(c1)c(-c1nn3cc(-c4ccncc4)nc3s1)cn2C	-25*
COc1cc(Nc2ccnc3ccc(Br)cc23)cc(OC)c1OC	25
O=C1CCC2=C3C4CCCCC4C(=O)C4CCCC(OC2C1)C34 (stereo unspecified)	-17*
CC(=O)N1C2=NN=CC=CN2C(=O)C1CC(C)C (stereo unspecified)	100
O=C(NCCO)c1ncc(-c2ccc(C(F)(F)F)cc2)c(NC2CCCCCC2)n1	111
CN1CCN(c2ccc(Nc3nc(NCCNS(=O)(=O)c4ccc(Cl)cc4)c4sccc4n3)cc2)CC1	80
c1cc(NCCc2ccncc2)nc(-n2cnc3ccccc32)c1	68
O=P(CO)(CO)CO	103
CS(=O)(=O)c1nc2[nH]c(=O)[nH]c2c(=O)[nH]1	100

# Remaining list, next part:
Molecule	HL-60(TB)
O=c1[nH]c2ccccc2c(O)c1-c1ccccc1	99
Cc1nn(C(=O)c2ccc([N+](=O)[O-])cc2)c2c1nnc1ncccc12	115
C=CCn1cc(-c2nc3ccccc3s2)c2cc(-c3ccc4c5c(cccc35)C(=O)OC4=O)ccc21	108
COc1cc2ncnc(Nc3ccc(S(=O)(=O)Nc4cc(C)on4)cc3)c2cc1OCCCN1CCN(c2ccc(F)cc2)CC1	112
S=c1[nH]nc(SCc2ccccc2)c2[nH]cnc12	98
CCCSc1nc(Nc2ccc(S(N)(=O)=O)cc2)c(C#N)c(-c2cc(OC)c(OC)c(OC)c2)n1	-40*
CCCc1nnn(S(=O)(=O)c2ccc([N+](=O)[O-])cc2)c1CCC	81
Cc1cc2c(-c3cn[nH]n3)c(O)c(O)cc2c(O)c1-c1c(C)cc2c(-c3cn[nH]n3)c(O)c(O)cc2c1O	96
CC(C)CN(CC(C)C)C(=O)CCl	100
CN(c1ccc(Br)cc1)S(=O)(=O)c1ccc(-c2cnc(C3CC3)o2)cc1	-25*
C=C(C)C(N)=O	79&93
CC1(C)CC[C@]23CC[C@]4(C)[C@H](CC[C@@H]5[C@@]6(C)C/C(=C/c7cccnc7)C(=O)C(C)(C)[C@@H]6CC[C@]54C)[C@H]2[C@H]1OC3=O	-0.8*[100 µM]

# The results go on:
Molecule	HL-60(TB)
C=CCNC(=S)N/N=C/C=C/c1ccccc1	85
C#CCOc1ccc(CNS(=O)(=O)c2ccc(C)cc2)cc1OC	105
Nc1cc2ccncc2c2ccccc12	90
Cc1ccn2ccnc2c1	80
Cc1cccc(C)c1NC1=NCCCS1	103
N#C/C(=C\c1ccc(-c2ccc(Cl)cc2)o1)c1nc(-c2ccco2)cs1	92
O=C(O)C1=C(CSc2nnnn2CS(=O)(=O)O)CS[C@@H]2C(NC(=O)[C@H](O)c3ccccc3)C(=O)N12 (stereo partly specified)	106
Cc1noc(NS(=O)(=O)c2ccc(NC(=S)/N=C/c3c(O)[nH]c(=O)[nH]c3=O)cc2)c1C	99
O=C(O)CCCCCC1CCCCC1	94
CN(C)c1ccc(C(=O)CCCCCCC(=O)c2ccc(N(C)C)cc2)cc1	99
COC(=O)[C@]12CC[C@@H](C)[C@H](C)[C@H]1C1=CC[C@@H]3[C@@]4(C)C/C(=C\c5ccco5)C(=O)C(C)(C)[C@@H]4CC[C@@]3(C)[C@]1(C)CC2	100
CC(=O)N1CCOCC1	112

# Following part:
Molecule	HL-60(TB)
C=CC(CO)OCC(CC)CC (stereo unspecified)	64
CC[N+](CC)(CC)CCBr	103
Nc1nc(Nc2cc(Cl)ccc2O)nc(C(Cl)(Cl)Cl)n1	86
Cc1c2cnccc2c(C)c2c1oc1ccccc12	62
NC(=O)Nc1nc(-c2ccccc2)no1	104
CC(Nc1ncnc2ccc(-c3cnc(N)nc3)cc12)c1ccccc1 (stereo unspecified)	35
COc1cc2ccn(CC(=O)N[C@@H](CC(C)C)B(O)O)c(=O)c2cc1OC	102
CCCCn1cnc2c(=O)[nH]c(N)nc21	89
O=c1[nH]n(-c2ccccc2)c(=O)c2ccccc12	96
Cc1cccc2c(C(=O)c3ccc4c(c3)Sc3cc(C(=O)c5ccn6c(C)cccc56)ccc3N4)ccn12	83
COC(=O)CC[C@@H](C)[C@H]1CC[C@@]2(C)[C@@H]3C(=O)C[C@H]4C(C)(C)[C@@H](OC(C)=O)CC[C@]4(C)[C@H]3C(=O)C[C@]12C	97
O=C(NCc1ccc(Cl)cc1Cl)Nc1cccs1	86

# 2 entries drawn at random from the list so far, as already listed:
Molecule	HL-60(TB)
NC(=O)Nc1nc(-c2ccccc2)no1	104
C=CC(CO)OCC(CC)CC (stereo unspecified)	64

# (more compounds)
Molecule	HL-60(TB)
CCOC(=O)C1CCC(=O)C(CC)=C1C (stereo unspecified)	82
O=C(Nc1ccc(F)cc1)Nc1ccc(NC(=O)c2cc(Cl)nc3ccccc23)cc1	64
C[N+](C)(C)C/C=N\N=C\C[N+](C)(C)C	95
O=C(Nc1ccc(N2CCOCC2)cc1)c1cncnc1Nc1ccc(OCc2cccc(F)c2)c(Cl)c1	97
O=C(CSc1nccc(=O)[nH]1)Nc1ccc(-c2nc3ccccc3[nH]2)cc1	115
COc1ccc(C(=O)CSc2nccc(Nc3ccc(N4CCOCC4)cc3)n2)cc1	96
O=c1[nH]c(NCCc2cc3cc(Cl)ccc3[nH]2)nc2sc3c(c12)CCCC3	57
c1ccc2c(c1)nnn2-c1ccncc1	104
COc1cc(-n2nc(C(=O)NCCCCC(=O)O)nc2-c2ccccc2)cc(OC)c1OC	97
O=c1/c(=C/C2=Cc3ccccc3OC2)sc2nc3ccccc3n12	104
O=C(CNC(=O)c1ccccc1)OC(C(=O)O)c1ccc(F)cc1 (stereo unspecified)	95
Cn1c(O)c(N=Nc2ccc(S(N)(=O)=O)cc2)c2cc(Cl)ccc21	97
Cc1cc(C)c2c(Cn3cc(Cn4c(=O)n(Cc5cn(Cc6cc(=O)oc7cc(C)cc(C)c67)nn5)c5ccccc54)nn3)cc(=O)oc2c1	110

# Compounds from the list above with bromine (six):
Molecule	HL-60(TB)
O=C(CSc1nc2c(c(=O)[nH]1)CCCC2)NNC(=O)c1ccccc1Br	101
Nc1c(C(=O)c2ccc(Br)cc2)sc2nc(-c3cnccn3)cc(-c3cccs3)c12	99
O=S(=O)(NCCCNc1nccc(-c2[nH]c(-c3ccccc3)nc2-c2ccc(F)c(O)c2)n1)c1ccc(Br)cc1	103
COc1cc(Nc2ccnc3ccc(Br)cc23)cc(OC)c1OC	25
CN(c1ccc(Br)cc1)S(=O)(=O)c1ccc(-c2cnc(C3CC3)o2)cc1	-25*
CC[N+](CC)(CC)CCBr	103
